# PI4K2A inh – inhibitors of human PI4K2A | Q9BTU6 | purified PI4K2A, ADP-Glo luminescence, 1 h; stronger effect = lower value | activity change, negative = inhibition, % at 76.9 µM | 420,000 compounds, 0.13% hits | AID 1346378; in the data active means activity change below about -50%;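 further: -100% = wells without enzyme as full effect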
# Target sequence (Q9BTU6 whole entry, looked up): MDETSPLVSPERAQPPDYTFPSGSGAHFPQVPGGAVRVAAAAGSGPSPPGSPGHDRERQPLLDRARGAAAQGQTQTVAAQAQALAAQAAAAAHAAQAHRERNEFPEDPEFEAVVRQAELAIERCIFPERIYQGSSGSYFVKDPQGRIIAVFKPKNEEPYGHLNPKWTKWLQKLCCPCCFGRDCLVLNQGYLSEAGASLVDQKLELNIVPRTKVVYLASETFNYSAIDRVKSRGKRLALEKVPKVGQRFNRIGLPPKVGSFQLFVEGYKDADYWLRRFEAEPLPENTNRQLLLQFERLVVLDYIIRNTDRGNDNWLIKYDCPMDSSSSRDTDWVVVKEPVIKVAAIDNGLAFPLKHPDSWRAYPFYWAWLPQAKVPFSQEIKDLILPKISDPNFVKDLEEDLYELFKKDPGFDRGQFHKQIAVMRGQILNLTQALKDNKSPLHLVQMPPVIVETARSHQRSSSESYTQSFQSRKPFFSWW
#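 Compounds are screened against recombinant PI4K2A using PI as substrate and ATP, the latter dispensed at 300 microM. Reactions run one hour at ambient temperature before ADP-Glo detection; full inhibition defined by wells lacking enzyme.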
# * = called active by the depositor. Not all compounds are listed; rates above refer to the full screens.
# The first 18 entries, to show the layout:
SMILES,PI4K2A inh
COc1cccc(OC)c1C(=O)NCCNc1nc2cc(C)cc(C)c2cc1C#N,-2
COC(=O)C/C=C/[C@H](C)[C@@H](NC(=O)C(F)(F)F)c1ccccc1Br,4
O=C(C[C@@H]1CC[C@@H]2[C@H](COC[C@H](O)CN2C(=O)Nc2ccc(F)cc2)O1)NCCc1ccncc1,4
O=C(CSc1nnc(-c2cccnc2)n1C1CCCCC1)NC1CCCCCC1,-2
CCOC(=O)C1(Cc2ccccc2)CCN(Cc2ccccc2OC)CC1,3
O=S1(=O)c2ccc(Br)cc2OC[C@@H](Cc2ccccc2)N1Cc1cn(CCC2OCCO2)nn1,3
O=C(Nc1cc(Cl)ccc1F)C1CCCN(c2nnc(-n3cccc3)s2)C1 (stereo not drawn),1
O=C(COCc1ccncc1)N1CCN(c2ccc(F)cc2Cl)CC1,-2
CCOC(=O)[C@]12CCCC=C1N(CCc1ccc(OC)c(OC)c1)C(=O)[C@H](CC(=O)N1CCSCC1)C2,1
COc1ccc(C(=O)NCCN2C(=O)C3C4C=CC(C4)C3C2=O)cc1OC (stereo not drawn),0
COC(=O)C[C@@H]1CC[C@H](NC(=O)c2cnccn2)[C@@H](CO)O1,-4
Cc1ccc(-n2c(SCC(=O)Nc3ccccc3-c3ccccc3)nnc2-c2ccco2)cc1,0
C#CCN1CC(N(C)CCOC(=O)CCCc2ccccc2)CS1(=O)=O (stereo not drawn),-7
CO[C@]1(NC(=O)CSC(F)F)C(=O)N2C(C(=O)O)=C(CSc3nnnn3CCO)CO[C@H]21,-1
CCCCC(O)/C=C(C)/C=C/C=C/C(=O)N1CCCC1=O (stereo not drawn),-1
COC(=O)[C@@]12C[C@@H](CC(=O)NCc3cccc4ccccc34)C(=O)N(Cc3ccco3)C1=CCC(C)(C)C2,5
COc1ccc(CCNC(=O)Cn2ncc3c2-c2cc(C)ccc2OC3)cc1,0
COC1=CC(=O)OC(c2cccc(OC)c2)C1 (stereo not drawn),0

# Main list (from the top)
SMILES,PI4K2A inh
COc1cccc(OC)c1C(=O)NCCNc1nc2cc(C)cc(C)c2cc1C#N,-2
COC(=O)C/C=C/[C@H](C)[C@@H](NC(=O)C(F)(F)F)c1ccccc1Br,4
O=C(C[C@@H]1CC[C@@H]2[C@H](COC[C@H](O)CN2C(=O)Nc2ccc(F)cc2)O1)NCCc1ccncc1,4
O=C(CSc1nnc(-c2cccnc2)n1C1CCCCC1)NC1CCCCCC1,-2
CCOC(=O)C1(Cc2ccccc2)CCN(Cc2ccccc2OC)CC1,3
O=S1(=O)c2ccc(Br)cc2OC[C@@H](Cc2ccccc2)N1Cc1cn(CCC2OCCO2)nn1,3
O=C(Nc1cc(Cl)ccc1F)C1CCCN(c2nnc(-n3cccc3)s2)C1 (stereo not drawn),1
O=C(COCc1ccncc1)N1CCN(c2ccc(F)cc2Cl)CC1,-2
CCOC(=O)[C@]12CCCC=C1N(CCc1ccc(OC)c(OC)c1)C(=O)[C@H](CC(=O)N1CCSCC1)C2,1
COc1ccc(C(=O)NCCN2C(=O)C3C4C=CC(C4)C3C2=O)cc1OC (stereo not drawn),0
COC(=O)C[C@@H]1CC[C@H](NC(=O)c2cnccn2)[C@@H](CO)O1,-4
Cc1ccc(-n2c(SCC(=O)Nc3ccccc3-c3ccccc3)nnc2-c2ccco2)cc1,0
C#CCN1CC(N(C)CCOC(=O)CCCc2ccccc2)CS1(=O)=O (stereo not drawn),-7
CO[C@]1(NC(=O)CSC(F)F)C(=O)N2C(C(=O)O)=C(CSc3nnnn3CCO)CO[C@H]21,-1
CCCCC(O)/C=C(C)/C=C/C=C/C(=O)N1CCCC1=O (stereo not drawn),-1
COC(=O)[C@@]12C[C@@H](CC(=O)NCc3cccc4ccccc34)C(=O)N(Cc3ccco3)C1=CCC(C)(C)C2,5
COc1ccc(CCNC(=O)Cn2ncc3c2-c2cc(C)ccc2OC3)cc1,0
COC1=CC(=O)OC(c2cccc(OC)c2)C1 (stereo not drawn),0
CN1C(=O)c2cc(NC(=O)Cc3cccs3)ccc2OC[C@@H]2O[C@@H](CC(=O)N[C@H]3CCN(Cc4ccccc4)C3)CC[C@@H]21,-1
O=C1c2c(-c3ccc(Br)cc3)noc2CCN1Cc1cn(-c2ccc(Cl)cc2)nn1,1

# 3 entries out of the list above, sorted by the value under PI4K2A inh, ascending:
SMILES,PI4K2A inh
C#CCN1CC(N(C)CCOC(=O)CCCc2ccccc2)CS1(=O)=O (stereo not drawn),-7
O=C(CSc1nnc(-c2cccnc2)n1C1CCCCC1)NC1CCCCCC1,-2
CCCCC(O)/C=C(C)/C=C/C=C/C(=O)N1CCCC1=O (stereo not drawn),-1

# Remaining list, next part.
SMILES,PI4K2A inh
CCOC(=O)[C@]12CCCC=C1N(Cc1ccccc1)C(=O)[C@H](CC(=O)NCc1ccc(OC)c(OC)c1)C2,-3
O=C(Cc1ccccc1)NC1CCCCN(Cc2cccc(Cl)c2)C1=O (stereo not drawn),-4
CC1=C2NC(N)=[N+](Cc3ccc4c(c3)OCO4)CC2NOC1 (stereo not drawn),-6
CCCCCCCCN1C(=O)[C@@H](CC(=O)NCC2CCCCC2)C[C@@]2(C(=O)OC)C1=C[C@H](C(C)C)O[C@@H]2C1CC1,-1
O=C(NCc1ccco1)C1CCCN(S(=O)(=O)c2cccs2)C1 (stereo not drawn),-2
CCN(CC)C(=O)CC[C@@H]1CC[C@]2(CCCN(Cc3ccccn3)C2)O1,-10
CCOC(=O)[C@@]12CN(C(=O)OC(C)(C)C)CC=C1N(Cc1ccc(OC)cc1)C(=O)[C@H]2CC(=O)NCc1cccc(C(F)(F)F)c1,0
C=C(C)CSc1nnc(-c2cc(-c3ccc(OC)cc3)n[nH]2)n1N,0
Cc1ccc(-c2cc(-c3nnc(SCC(=O)NC4CCCCC4)n3N)[nH]n2)cc1,4
CCCCNC(=O)c1nc(-c2ccncc2)oc1-c1ccc(OC(F)(F)F)cc1,4
CCCCCC[C@H](CC)CN(C(=O)Oc1ccccc1)c1ccccc1,1
CCc1ccc(Cn2c(=O)n(Cc3ccc(C(=O)NCCCOC)cc3)c(=O)c3ccccc32)cc1,-3
O=C(c1cc(-c2ccc(Cl)cc2)nc2ccccc12)N1CCN(c2ncccn2)CC1,-5
CN(CCOC(=O)CC1C=CCC1)C1CN(Cc2cn(Cc3ccccc3Cl)nn2)S(=O)(=O)C1 (stereo not drawn),0
Cc1cc(N2CCN(Cc3ccc4c(c3)OCO4)CC2)n2nc(C)nc2n1,1
CCOC(=O)[C@@]12CCCC3=C1N(CCC3)C(=O)[C@H]2CC(=O)NCCCN1CCCC1=O,4
O=C(C[C@@H]1CC[C@@H]2[C@H](COC[C@H](O)CN2CCC(F)(F)F)O1)NCc1ccc2c(c1)OCO2,-2
C[C@@H]1[C@@H](O)C[C@@]2(C[C@H](O)c3cc(Cl)cc(Cl)c3O2)O[C@H]1c1ccccc1Cl,3
O=C(OCCN1CCN(C2CN(Cc3cn(Cc4ccccc4Cl)nn3)S(=O)(=O)C2)CC1)c1cc2ccccc2o1 (stereo not drawn),2
CC1(C)CC(Cc2ccccc2C(F)(F)F)N(C(=O)OC(C)(C)C)C1 (stereo not drawn),0
COC(=O)[C@]12C[C@H](CC(=O)NCCCCc3ccccc3)C(=O)N(Cc3ccccc3)C1=C[C@H](COCc1ccccc1)O[C@@H]2C,2
O=C(NCCC1=CCCCC1)C1CCN(S(=O)(=O)c2ccccc2[N+](=O)[O-])CC1,1
CC(C)CN1C(=O)C[C@]2(C(=O)N(C)c3ccc(NC(=O)C(F)(F)F)cc32)C1c1ccccc1 (stereo partly drawn),-1
COc1cccc(N2CCN(CC(=O)N(C)Cc3ccccc3Cl)CC2)c1,6
Cn1cnc(CCNC(=O)C[C@H]2CC[C@@H]3[C@H](COC[C@H](O)CN3C(=O)C3CCCC3)O2)c1,-3
CCO[C@@H]1O[C@H](C(COCc2ccccc2)OCc2ccccc2)[C@H](OCc2ccccc2)[C@H]1O (stereo partly drawn),0
c1csc(-c2nnc(SCc3cccc4ccccc34)o2)c1,8
CC(=O)C1(C(=O)NC2CCCC2)CC(c2ccccn2)=NO1 (stereo not drawn),6
CO[C@@H]1CN(C)C(=O)c2cc(NC(=O)Nc3cc(F)ccc3F)ccc2OC[C@H](C)NC[C@@H]1C,0
O=C(NC1CCCCC1)C(c1ccnc2ccccc12)n1c(=O)c(-c2cc3ccccc3[nH]2)nc2ccccc21 (stereo not drawn),-4
C=CCOC(=O)Nc1nc(CCNC(=O)OC(C)(C)C)c(C(=O)OC)s1,-1
Cc1ccccc1CN1CCCCC(NC(=O)c2ccc(-c3ccccc3)cc2)C1=O (stereo not drawn),-6
O=C(CSc1nc2sc3c(c2c(=O)n1-c1ccccc1)CCCC3)NN=Cc1ccc(OCc2ccccc2)cc1,112
Cc1ccc(-n2c(SCC(=O)Nc3ccc(Oc4ccccc4)cc3)nnc2-c2ccco2)cc1,2
CC1(C(=O)NCc2ccccc2)CSCC(=O)N1CCCN1CCOCC1 (stereo not drawn),0
CC(C)(C)NC(=O)C(c1ccncc1)n1c(=O)c(-c2cc3ccccc3[nH]2)nc2ccccc21 (stereo not drawn),2
CCC[C@H]1[C@@H](OC(=O)NCc2ccc(Cl)cc2)CC[C@@]23CCCN2C(=O)CCC[C@@H]13,3
CC1CCCCC1N(C(=O)c1cc(C2CC2)on1)C1CCCCCC1 (stereo not drawn),-2
Cc1ccccc1Cn1cc(CN2[C@@H](CC(C)C)COc3cc(Br)ccc3S2(=O)=O)nn1,2
COC(=O)[C@@]12C[C@@H](CC(=O)NCCC(C)C)C(=O)N(CCc3ccc(OC)c(OC)c3)C1=CCC(C)(C)C2,-3
Cc1ccc(S(=O)(=O)Nc2cc(C(=O)O)ccc2N2CCC(C)CC2)cc1C,-13
CCOC(=O)N1CCN(C(=O)C[C@@H]2C(=O)N(CCc3ccc(Cl)cc3)C3=CCCC[C@]32C(=O)OCC)CC1,-2
OC(c1ccccc1)(c1ccccc1)C1CCN(CCCNc2cccc(OC(F)(F)F)c2)CC1,3
COc1ccccc1NCc1nc2ccccc2n1C,-4
O=C(Nc1cccc(Br)c1)OC1CC2CC1[C@H]1CCCCN1C2 (stereo partly drawn),3
O=S(=O)(N[C@@H]1CCCC[C@H]1N1CCOCC1)c1ccc(Cl)cc1,-3
CC1(c2nnnn2C2CCCC2)CCC(=O)N1c1ccc2c(c1)OCCO2 (stereo not drawn),-1
COC(=O)C[C@@H]1CC[C@@H]2[C@H](COc3ccc(NC(=O)c4ccc(F)c(F)c4)cc3C(=O)N2C)O1,-3
O=C(NCCc1nc2ccccc2n1CCOc1cc(F)ccc1F)C1CCCCC1,-6
Cc1ccc(C(=O)NC2CCCCN(Cc3cccc(Cl)c3)C2=O)c(C)c1 (stereo not drawn),-5
Cc1cc(C)nc(N2CCC(C(=O)N(C)CCc3ccccn3)CC2)n1,1
CC(C)CC(=O)N1CCc2cc(S(=O)(=O)N(C)Cc3ccco3)ccc21,-4
COc1ccc(CN(CC#Cc2ccccc2)Cc2ccccc2)c(OC)c1,-5
Cn1c(=O)oc2cc(S(=O)(=O)N3CCN(c4cccc(C(F)(F)F)c4)CC3)ccc21,-5
CCOC(=O)CNC(=O)N(C)[C@H]1C[C@H]2c3[nH]c4c(-c5cccc(C)c5)cccc4c3CCN2C(=O)[C@H]1[C@H](C)O,-4

# Assay outcomes from PubChem BioAssay.
